Peg3 promoter – Peg3 promoter activity inhibition; HeLa PEG-Prom luciferase reporter, luminescence, overnight; inhibition, % at 20 µM; 360,000 compounds, 1.7% hits;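 active = inhibition of at least 50% at 20 µM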
hiPSC survival – hiPSC single-cell survival enhancement. 360,000 compounds, 0.044% hits. AID 602274. survival enhancement, % at 20 µM. ATPlite luminescence; 100% = ROCK inhibitor wells, 0% = DMSO; in the data active = survival enhancement above about 18%;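 also: cells exposed to compounds for 16 hours before the ATP read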
NR2E3 ag-1 – human photoreceptor-specific nuclear receptor agonism; CHO-S Gal4-NCOR/VP16-NR2E3 two-hybrid, luciferase; Q9Y5X4; AID 602229; 360,000 compounds, 0.35% hits; inhibition of corepressor binding, % at 3.98 µM;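 active = inhibition above the mean of all tested compounds plus 3 SD, cut at about 70% in these data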;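 also: 0% = DMSO with NR2E3 transfected cells and 100% = cells lacking NR2E3 construct; higher means lower luciferase signal from less NR2E3 corepressor binding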
Target sequence (Q9Y5X4 whole entry, looked up, the tested form may be a part): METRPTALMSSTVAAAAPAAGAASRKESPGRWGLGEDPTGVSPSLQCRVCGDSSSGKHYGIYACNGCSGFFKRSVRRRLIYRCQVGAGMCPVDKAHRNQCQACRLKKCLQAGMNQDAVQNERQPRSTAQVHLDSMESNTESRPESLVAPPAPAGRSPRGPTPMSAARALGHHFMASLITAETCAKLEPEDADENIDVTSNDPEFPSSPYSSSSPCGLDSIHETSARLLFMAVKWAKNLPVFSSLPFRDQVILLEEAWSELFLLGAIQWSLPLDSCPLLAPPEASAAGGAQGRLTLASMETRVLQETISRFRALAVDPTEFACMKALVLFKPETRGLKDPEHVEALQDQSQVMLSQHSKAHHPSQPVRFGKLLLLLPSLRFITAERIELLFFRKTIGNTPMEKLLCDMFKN
HIF-2a inh – inhibitors of HIF-2a | 786-0 RCC cells HIF-2a reporter, luciferase luminescence, overnight | inhibition, % at 18.8 µM | 360,000 compounds, 0.72% hits | AID 624352;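 active = inhibition of the luminescence signal of 40% or more relative to plate controls, in a single-dose primary screen at 18.75 µM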
NR2E3 ag-2 – activates human photoreceptor nuclear receptor NR2E3; Q9Y5X4; GST-NR2E3/biotin-RetCOR TR-FRET, 1536-well; inhibition of corepressor binding, % at 4.78 µM; 320,000 compounds, 0.12% hits; AID 2300;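 active = percent inhibition above the cutoff of mean plus 3 SD of all tested compounds, set per screening campaign, cut at about 20% in these data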;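 also: 0% = DMSO wells and 100% = biotin wells as full block of FRET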
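Material: NR2E3–RetCOR corepressor complex / Incubation: Compound–protein incubation for 5 h at 4 °C / Dosing: compound at 4.8 µM, single dose / Detection: time-resolved FRET / Benchmarks: high control biotin, low control 0.6% DMSO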
TRPM1 prom inh – MITF TRPM1 promoter inhibition in SK-MEL-5 cells | SK-MEL-5 TRPM1 promoter luciferase, 24 h | inhibition, % at 12.5 µM | 330,000 compounds, 0.83% hits;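 active = mean inhibition across replicates of 60% or more, whatever share of single replicates reaches that level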; also: values of inactives mirror those of a sister screen read the other way
Shn3 inh set2 – Schnurri-3 reporter inhibition in Clone20 osteoblasts. AID 588674. 360,000 compounds, 0.52% hits. inhibition, % at 12.5 µM. Clone20 osteoblast Shn3 3'UTR firefly luciferase, 24 h;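 active = mean inhibition of at least 75% with every replicate also reaching 75%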;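 also: 0% = median of neutral control wells and 100% = pilot-screen positive control compound; some compounds past the cut are filed as inactive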
aDG glyco up – alpha-DG glycosylation activation; Pro5-aDG cells, alpha-DG glycosylation AlphaScreen (IIH6); 0% Pro5, 100% B10-LARGE cell signal; AID 624168; 360,000 compounds, 0.22% hits; activation, % at 10 µM;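 active = activation of at least 8% versus controls, or a plate z-score of at least 8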;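 also: Pro5 are CHO cells carrying HIG-tagged alpha-DG that lacks glycosylation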
KKLEB cytotox – reduces viability of KKLEB cystic fibrosis airway cells; KKLEB CF airway cells viability, ATPlite luminescence, overnight; hits give low values; cells stimulated with P. aeruginosa culture filtrate; activity change (cytotoxicity), % at 5 µM; 360,000 compounds, 0.36% hits; AID 602141;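 active = corrected activity change at or below -50% at 5 µM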
CF NFkB inh – inhibitors of cystic fibrosis induced NF-kB; inhibition, % at 5 µM; 360,000 compounds, 0.86% hits; KKLEB NF-kB-GFP reporter, PAF-induced, GFP fluorescence overnight;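 active = at least 50% inhibition at 5 µM, scaled per plate between neutral and stimulator controls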;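 also: PAF is a Pseudomonas aeruginosa culture filtrate used as stimulus; plate controls were PAF-stimulated DMSO wells for no effect and unstimulated DMSO wells for full effect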
TWEAK-Fn14 inh – blocks TWEAK-Fn14 interaction in a reporter cell assay; TWEAK-stimulated Fn14 reporter cells, luciferase luminescence, 8 h; inhibition, % at 10 µM; 360,000 compounds, 2% hits; in the data active = inhibition above about 50%
An asterisk follows results filed as active; x = no result given; & = joins results of further samples.

SMILES	Peg3 promoter	hiPSC survival	NR2E3 ag-1	HIF-2a inh	NR2E3 ag-2	TRPM1 prom inh	Shn3 inh set2	aDG glyco up	KKLEB cytotox	CF NFkB inh	TWEAK-Fn14 inh
CC(NC(=O)c1cc(-c2ccc(Br)cc2)on1)c1ccccc1 (stereo not drawn)	-21	-0.5	7	-17	4	-34	-14	0.1	-10	0	-36
Cc1ccc(-n2c(SCC(=O)O)nc3sc4c(c3c2=O)CCCC4)cc1	8	-0.1	-4	17	1	-2	1	-0.1	14	-19	10
S=C1SCN(CCc2ccccc2)CN1CCc1ccccc1	-45	-1.1	-11	-20	x	x	24	0.3	-8	2	-16
CCN(CC)CCOC(=O)C(Cc1ccco1)Cc1cccc2ccccc12 (stereo not drawn)	-6	2.7	-2	8	-1	-2	x	0.3	-8	13	-8
CCCCc1nc2c(=O)[nH]c3ccccc3c2o1	-37	0.2	-26	-62	-2	-29	-8	-0.1	-7	7	-16
Cn1ncc2nnn(-c3ccccc3)c(=O)c21	-3	4.4	-22	14	2	1	1	0.1	-1	5	0
O=C(CSc1nc2nc(-c3cccs3)cc(C(F)(F)F)c2c(=O)[nH]1)C(F)(F)F	11	0.0	-20	12	3	9	-58	0.0	-8	34	-60
COc1ccc(-n2nc3c(c2NC(=O)C2CCCC2)CS(=O)C3)cc1 (stereo not drawn)	2	-0.2	-5	4	0	0	7	0.1	-7	1	18
COc1cccc(-n2nc3c(=O)n(Cc4ccccc4Cl)nc(C)c3c2C)c1	21	-0.7	-3	31	6	16	31	0.0	25	-2	-3
CCCC1(C(=O)OCC)NC(c2ccc(N(C)C)cc2)C2C(=O)N(c3ccccc3)C(=O)C21 (stereo not drawn)	11	6.6	-6	16	1	-7	-13	0.7	-4	8	3
Cc1ccc(NC(=O)Cn2cncc2-c2ccc([N+](=O)[O-])cc2)cc1C	2	-1.3	9	3	-3	31	-2	-0.1	-2	-28	-8
O=C(COC(=O)c1cccnc1Cl)NCc1ccc2c(c1)OCO2	4	1.9	-5	4	-2	-6	4	-0.1	-3	14	-7
Cc1csc(NC(=O)c2nn(C)c(C)c2[N+](=O)[O-])n1	-13	-0.6	-37	-58	2	-13	-31	-0.2	7	-3	-19
C=CCn1cccc(C(=O)Nc2ccc(OC)cc2)c1=O	-87	-0.5	-11	-138	-2	-2	-22	-0.2	-3	-3	-15
CC1CCCN(C(=O)CSc2nnc(-c3cccnc3)n2C2CCCCC2)C1 (stereo not drawn)	5	0.7	-17	8	2	-1	-13	0.0	11	-1	7
CCC(=O)Nc1ccccc1-c1nc2ccccc2[nH]c1=O	7	0.7	-3	-24	x	12	-8	0.0	4	2	4
O=C(c1cc(COc2ccc3ncccc3c2)on1)N1CCCC(O)C1 (stereo not drawn)	-6	-0.6	5	-9	2	1	53	1.2	1	14	24
Cc1cc(Br)ccc1SCC(=O)Nc1cccnc1	-6	1.2	15	-17	1	9	14	-0.2	-4	10	8
Cc1nc2ccc(N=NC3=C(O)CCCC3=O)cc2s1	-27	-0.5	-35	-57	-3	-44	-19	-0.2	6	-11	19
O=C1OCCC1Sc1ncnc2sc3c(c12)CCC3 (stereo not drawn)	3	0.2	-3	12	-2	10	2	0.0	-3	-8	-12

A second format for four compounds above.
Molecule,Peg3 promoter,hiPSC survival,NR2E3 ag-1,HIF-2a inh,NR2E3 ag-2,TRPM1 prom inh,Shn3 inh set2,aDG glyco up,KKLEB cytotox,CF NFkB inh,TWEAK-Fn14 inh
C=CCn1cccc(C(=O)Nc2ccc(OC)cc2)c1=O,-87,-0.5,-11,-138,-2,-2,-22,-0.2,-3,-3,-15
CC1CCCN(C(=O)CSc2nnc(-c3cccnc3)n2C2CCCCC2)C1 (stereo not drawn),5,0.7,-17,8,2,-1,-13,0.0,11,-1,7
CCC(=O)Nc1ccccc1-c1nc2ccccc2[nH]c1=O,7,0.7,-3,-24,x,12,-8,0.0,4,2,4
O=C(c1cc(COc2ccc3ncccc3c2)on1)N1CCCC(O)C1 (stereo not drawn),-6,-0.6,5,-9,2,1,53,1.2,1,14,24

Next section
SMILES	Peg3 promoter	hiPSC survival	NR2E3 ag-1	HIF-2a inh	NR2E3 ag-2	TRPM1 prom inh	Shn3 inh set2	aDG glyco up	KKLEB cytotox	CF NFkB inh	TWEAK-Fn14 inh
CNCCOc1nc(N2CCOCC2)nc(C)c1[N+](=O)[O-]	2	-1.1	-33	21	2	6	4	-0.1	-7	0	0
CC(C)N1CC(COc2ccccc2Cl)OC1=O (stereo not drawn)	2	0.0	-1	-12	0	-7	-5	-0.1	4	-11	-9
COc1ccc(C2CC(=O)Oc3cc(O)cc(O)c32)cc1 (stereo not drawn)	5	3.5	1	-2	3	-3	8	0.0	12	15	-7
CC(C)(C)c1ccc(NC(=O)c2ccc3c(c2)S(=O)(=O)c2ccccc2C3=O)cc1	8	-0.7	-36	-11	0	-9	8	-0.1	-8	2	-63
CC(C)CC(=O)NC(=S)Nc1ccc(S(=O)(=O)NC(C)(C)C)cc1	-1	-1.4	9	0	1	-11	22	0.3	-3	13	8
CSc1nc(Cc2ccccc2)cc(=O)[nH]1	5	1.2	-4	15	-3	3	4	0.5	14	1	-6
CCS(=O)(=O)c1ccc(OC)c(N=Nc2ccc(O)c3ncccc23)c1	-2	-0.7	-15	16	-3	12	40	-0.2	7	2	4
CCn1ccc(C(=O)Nc2ccsc2C(=O)OC)n1	-10	0.1	-9	-17	4	5	-22	-0.1	-15	12	-19
O=C(NC1CCCC1)C(c1ccncc1)N(C(=O)c1ccco1)c1ccccc1 (stereo not drawn)	14	-0.5	7	12	-1	14	-10	0.0	-14	-21	-2
COc1ccc(NC(=O)COC(=O)C2CC(=O)N(Cc3ccc(C)cc3)C2)cc1 (stereo not drawn)	7	-0.6	13	3	0	1	-8	0.0	-4	-12	11
C=CC[C@H](CC(=O)N(CCO)Cc1ccccc1)C(=O)N[C@H](COC(=O)[C@@H](CC=C)CC(=O)OC(C)(C)C)c1ccccc1	25	-0.4	-40	18	x	12	5	0.0	-2	18	8
COc1cc(C(=O)Nc2nnc(C3CC3)s2)ccc1OCc1c(C)noc1C	-5	-0.2	-22	13	0	4	5	0.0	-7	-12	-7
Cc1ccc(S(=O)(=O)N2CCC(C(=O)N3CCC3)CC2)cc1	7	0.8	5	8	2	-2	5	-0.1	19	-4	0
CCc1ccc(S(=O)(=O)c2cn(C)c3cc(OC)c(OC)cc3c2=O)cc1	14	-0.4	3	8	-4	5	9	-0.1	-2	-25	-9
CC(=O)NC(CC(=O)OCC(=O)c1c(N)n(C)c(=O)n(C)c1=O)c1ccccc1 (stereo not drawn)	4	-1.8	-37	11	3	10	-14	-0.1	4	8	-1
Oc1ccc2ccccc2c1N=Nc1ccc(F)cc1	-55	-0.8	-8	-104	0	10	-1	-0.2	8	-17	-3
O=C(O)c1ccc(COc2ccccc2/C=C2\NC(=O)N(Cc3ccc(F)cc3)C2=O)cc1	15	-1.3	6	23	5	-12	3	-0.3	-4	14	3
CCC1CCCCN1S(=O)(=O)c1ccc(C(=O)Nc2nnc(-c3ccccc3Cl)o2)cc1 (stereo not drawn)	40	1.4	-8	15	2	32	58	3.5	-17	18	-227
CC(=O)OCC(=O)[C@@]1(O)CC[C@H]2[C@@H]3CCC4=CC(=O)CC[C@]4(C)[C@H]3[C@@H](O)C[C@@]21C	6&2	4.4&1.4	-8&-13	31&29	6&3	-8&-14	4&7	-0.4&0.0	9&-12	64*	1&-27
COC(=O)c1ccc(NC(=O)C2CC(=O)OC2c2ccccc2)cc1 (stereo not drawn)	8	-0.6	0	17	-3	-2	8	0.0	-2	0	-1
COc1ccc(N=NC2C(=O)N(c3ccccc3)N=C2C)cc1 (stereo not drawn)	-93	0.2	-7	-162	0	-2	-25	-0.3	-7	-2	-4
COc1ccc(/C(N)=N/OC(=O)c2ccc(Br)o2)cc1	-338	2.8	-51	-229	-2	-56	-111	-0.1	-1	-9	-17
CCC(=O)N1N=C(c2ccc(C)o2)CC1c1ccc(OC)cc1 (stereo not drawn)	-55	-0.1	-10	-52	-2	-11	-38	0.3	-1	1	-15
CCOCc1[nH]c(=S)[nH]c(=O)c1Cc1ccc(OC(C)C)cc1	10	-1.2	-4	13	1	13	10	0.0	-9	4	-14
CCOC(=O)C1(CC2CC2)CCN(Cc2cnc(-c3ccc(OC)cc3)nc2)CC1	14	0.1	-21	13	-1	4	-52	0.9	-9	14	23
COc1ccc(Cl)cc1C(=O)Nc1ccc2c(c1)OCO2	-142	-0.7	-102	-160	3	-21	-19	0.2	-8	18	-7
Oc1[nH]c2ccc(Br)cc2c1N=NC(=S)N1CCOCC1	76*	0.2	98*	68*	1	99*	97*	0.3	0	32	105*
COc1ccc(-c2cc(C)nc(SCc3cccc(C(=O)O)c3)n2)cc1	-35	-0.7	-7	6	0	6	-12	-0.4	-21	-10	-23
c1coc(CSCc2cn3cccnc3n2)c1	-20	-2.4	-16	-17	0	-9	2	0.1	4	-7	9
CC1(C)CC(=O)C2=C(C1)N(c1ccccc1)C(N)=C(C#N)C2c1ccsc1 (stereo not drawn)	16	-0.4	-29	2	4	-10	1	-0.1	5	-8	-7
N#Cc1cc([N+](=O)[O-])ccc1NC(=O)COC(=O)C1CCC(=O)N1 (stereo not drawn)	1	-2.1	-24	-4	x	11	6	-0.1	-1	-22	5
O=C(OCCN1CCCCC1)C1(c2ccccc2)CCCC1	-7	-3.3	8	5	7	1	-1	0.0	-2	-2	-11
COc1ccc(C2C(C(=O)NCc3ccccn3)c3ccccc3C(=O)N2C)cc1OC (stereo not drawn)	1	4.0	-29	-2	2	9	-2	-0.4	11	3	8
COc1cccc(CNC(=O)CCN2C(=O)[C@@H]3Cc4ccccc4CN3C2=O)c1	-11	0.4	1	-5	1	3	7	0.8	1	-6	-6
c1cncc(-c2nc(NCC3CCCO3)c3ccccc3n2)c1 (stereo not drawn)	25	-0.7	-16	11	0	-4	8	0.0	3	-4	4
CN(CCCn1cnc2c(OCc3ccccc3)ncnc21)Cc1ccco1	-45	-2.1	1	-90	x	x	-36	-0.2	21	-14	-1
O=C(N1CCOCC1)N(Cc1ccccc1)c1ccccn1	1	-1.7	-19	11	4	-16	7	0.0	3	4	-2
Cc1ccc(C(=O)CSc2nccn2-c2ccccc2)cc1	-141	-0.6	-86	-193	3	-29	-8	0.0	0	-1	4
CCCCNC(=O)C1(C)CCCCN1C(=O)c1ccno1 (stereo not drawn)	2	-2.7	1	6	x	x	-11	-0.2	4	5	14
CCN1CC2=C(OC(N)=C(C#N)C2c2cccs2)/C(=C\c2cccs2)C1 (stereo not drawn)	19	0.4	-20	4	5	16	10	-0.2	-2	12	24
c1cncc(CNc2ccc3c(c2)OCO3)c1	-30	-2.9	-16	-30	0	-9	-68	-0.4	-13	3	4
CC(C)n1c(O)c(N=NC(=O)Cn2ccc(C(F)(F)F)n2)c2ccccc21	-3	2.4	-19	13	-2	18	0	0.0	-19	4	-4
